Compound activity as filed in PubChem BioAssay.
GPR151 activ = activators of human GPR151, primary screen, cell-based, PathHunter beta-arrestin, luminescence. G-protein coupled receptor 151 (Homo sapiens), Q8TDV0. PathHunter beta-arrestin GPR151 cells. activation, % at 11.2 µM. actives 1% (n = 650,000). AID 1508602, 2020; in the data active means activation above about 4.9%;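 further: 0% = median of compound wells and 100% = cells with positive control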
FBW7 activator = FBW7 E3 ligase activators, primary screen, biochemical, AlphaScreen, human; normalized activity (activation), % at 26.1 µM; AlphaScreen FBW7–phospho-cyclin E peptide binding, activator screen; actives 0.13% (n = 650,000); AID 1259310, 2017; F-box/WD repeat-containing protein 7 (Homo sapiens), Q969H0; in the data active means normalized activity above about 1.9%;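 further: purified mutant Fbw7 with reduced substrate affinity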
Target sequence (Q969H0 whole entry, looked up): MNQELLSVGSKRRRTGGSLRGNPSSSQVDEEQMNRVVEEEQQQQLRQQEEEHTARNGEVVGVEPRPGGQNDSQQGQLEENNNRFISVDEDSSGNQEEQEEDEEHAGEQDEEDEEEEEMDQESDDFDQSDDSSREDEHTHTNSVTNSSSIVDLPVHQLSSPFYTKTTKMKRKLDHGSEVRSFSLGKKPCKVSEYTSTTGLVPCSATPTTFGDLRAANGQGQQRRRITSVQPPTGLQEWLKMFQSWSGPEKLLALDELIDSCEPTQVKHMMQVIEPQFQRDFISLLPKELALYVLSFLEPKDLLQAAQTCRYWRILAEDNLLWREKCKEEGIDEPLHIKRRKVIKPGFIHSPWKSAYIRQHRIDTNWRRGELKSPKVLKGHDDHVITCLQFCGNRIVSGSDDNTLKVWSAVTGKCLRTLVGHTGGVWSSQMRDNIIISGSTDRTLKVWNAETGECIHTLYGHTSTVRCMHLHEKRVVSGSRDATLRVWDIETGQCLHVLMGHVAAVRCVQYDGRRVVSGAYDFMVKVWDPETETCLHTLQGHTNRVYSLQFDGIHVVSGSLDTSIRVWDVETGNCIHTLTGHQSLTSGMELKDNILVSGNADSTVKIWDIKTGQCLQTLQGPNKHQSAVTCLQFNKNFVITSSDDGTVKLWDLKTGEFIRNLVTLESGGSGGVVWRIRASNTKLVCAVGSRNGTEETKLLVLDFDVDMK
MITF primary = MITF inhibitors, primary screen, biochemical, AlphaScreen, human. Microphthalmia-associated transcription factor (Homo sapiens), O75030. AlphaScreen MITF homodimerization, bead proximity signal. inhibition, % at 2.6 µM. actives 0.91% (n = 650,000). AID 1259374, 2018; in the data active means inhibition above about 50%;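 further: 0% = vehicle wells with protein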
TEAD-YAP inh = TEAD-YAP interaction inhibition, primary screen, TEAD-YAP interaction inhibitor project, luminescence, HEK-TIYL cells; TEAD-Gal4/YAP UAS-luciferase luminescence; inhibition, % at 9.12 µM; actives 1.4% (n = 640,000); AID 1259422, 2018; in the data active means inhibition above about 32%;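 further: 0% = median of test compound wells and 100% = reference inhibitor wells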
Active calls of the source: *.

structure | GPR151 activ | FBW7 activator | MITF primary | TEAD-YAP inh
COC(=O)c1sc2cc([N+](=O)[O-])cc(SCC(C)C)c2c1-n1cccc1 | -1.7 | 0.0 | 14.7 | -1.2
CCOC(CNC(=O)c1ccc(Sc2ccc(Br)cc2)c([N+](=O)[O-])c1)OCC | -0.9 | 0.5 | 9.8 | 6.0
COC(=O)c1c(NC(=O)c2ccc([N+](=O)[O-])cc2Cl)sc2c1C(C(=O)OC)CC2 (centres undefined) | -0.3 | -0.1 | 7.8 | 25.4
O=C(c1ccc(F)cc1)N1CCN(c2ccc([N+](=O)[O-])c(NCc3ccco3)c2)CC1 | 2.5 | -0.2 | 32.6 | -8.5
CCC(=O)N1c2ccccc2NC2=C(C(=O)CC(c3ccccc3)C2)C1c1ccc(OC)cc1 (centres undefined) | 0.1 | 0.2 | 4.9 | 11.1
Brc1cccc(-c2cnc3n2CCC3)c1 | 0.2 | -0.1 | 12.0 | 5.4
Cc1ccc(OCC(=O)N/N=C/c2c(O)ccc3ccccc23)c([N+](=O)[O-])c1 | 3.4 | -0.1 | -9.3 | -2.4
O=C(NC(=S)N1CCCCC1)c1ccc2c(c1)OCO2 | 0.4 | -0.1 | 7.0 | -18.6
O=C(N/N=C/c1cc(O)ccc1O)c1ccco1 | -3.9 | -0.2 | -36.0 | -29.9
Cc1ccnc(NS(=O)(=O)c2ccc(NC(=O)c3ccc(C(=O)O)cc3C(=O)O)cc2)n1 | -0.3 | 0.1 | -18.6 | 2.6
O=C(/C=C/c1ccccc1)N/C(=C\c1ccco1)C(=O)N1CCOCC1 | -0.6 | 0.1 | 25.1 | -0.6
CCOC(=O)N1CCN(c2cc3[nH]c(=S)[nH]c3cc2F)CC1 | -2.6 | 0.4 | 24.0 | 3.7
CC(C)C[C@H]1NC(=O)[C@@H]2C[C@H](NCc3ccccc3)CN2C1=O | 2.1 | -0.3 | 10.7 | -8.1
CCN1CCN(c2cc(C)c3cc(NC(=O)c4ccc([N+](=O)[O-])o4)ccc3n2)CC1 | -3.3 | -0.2 | 12.8 | 7.5
Cc1ccc(C2(CC(=O)N(C)CCC#N)CCOC(C)(C)C2)cc1 (centres undefined) | 1.2 | -0.2 | -8.1 | 6.6
CCOC(=O)c1ccc(NC(=O)CC2C(=O)N(c3ccc(Cl)cc3)C(=S)N2CCCN2CCN(CC)CC2)cc1 (centres undefined) | 0.0 | 0.9 | 21.9 | 0.1
COc1ccnc(N2CCC(N(Cc3cccnc3)C(=O)Nc3cccc(F)c3)CC2)n1 | 1.2 | 0.1 | 1.1 | -15.0
Cc1ncc(CO)c(CNc2ccc(C(C)C)cc2)c1O | 1.2 | 0.2 | 2.1 | 3.0
O=C(O)COc1cccc(/C=C2/SC(=S)NC2=O)c1 | 1.0 | 0.0 | 1.7 | 4.1
O=C(CN1C2=NCCCN2c2ccccc21)N1CCOCC1 | -0.5 | 0.5 | 23.1 | -17.8
COc1cccc(C(c2ccccn2)N(C)C(=O)C2CCN(C(=O)c3cc(C)on3)CC2)c1 (centres undefined) | 0.2 | -0.3 | 8.7 | 7.7
CC1CCC(NC(=O)c2cn(C)c3ccc(S(=O)(=O)N4CCOCC4)cc3c2=O)CC1 (centres undefined) | -0.6 | 0.2 | 6.3 | -18.5
COc1ccccc1N(C)S(=O)(=O)c1ccc(C)c(C(=O)O)c1 | -0.2 | 0.1 | 17.7 | -6.3
CC(=O)N1c2ccccc2C2(O)NC(=S)N(C)C12 (centres undefined) | 0.2 | 0.1 | 10.4 | 1.9
COc1ccc(NC(=O)c2c(NC(=O)CCC(=O)O)sc3c2CCC3)cc1 | -1.4 | -0.1 | -0.4 | 5.2
CSc1ccc(C2C(C#N)=C(N)N(N(C)C)C3=C2C(=O)CCC3)cc1 (centres undefined) | 0.0 | 0.1 | -9.2 | 2.0
Cc1nc2ccc(NC(=O)CC(C)(C)C)cc2s1 | -0.5 | 0.0 | -13.2 | -30.4
O=C(O)CCn1cnc2sc3c(c2c1=O)CCCC3 | 0.5 | 0.0 | -4.1 | -1.9
Cc1ccc(C(=O)Nc2ccccc2C(=O)N2CCCC(C)C2)cc1 (centres undefined) | 0.9 | 0.6 | 7.2 | 10.2
CSc1cccc(NC(=O)C2C3C=CC4(O3)C2C(=O)N(CCN2CCCCC2C)C4C(=O)NC2CCCC(C)C2C)c1 (centres undefined) | 2.0 | -0.1 | -20.4 | -1.5
C=CCOC(=O)c1sc(N2C(=O)C(=O)/C(=C(/O)c3ccc(OCC)c(C)c3)C2c2ccc(Cl)cc2)nc1C (centres undefined) | 1.2 | -0.1 | 14.4 | 0.4
CC(C)c1ccc(C2CC(c3ccc(F)cc3)=NN2c2nc(-c3cccc([N+](=O)[O-])c3)cs2)cc1 (centres undefined) | -0.3 | 0.5 | 4.2 | 9.4
O=C1CCC(CCC(=O)N2CCC(c3ccccc3F)C2)(Cc2cccs2)N1 (centres undefined) | -0.1 | 0.0 | 10.7 | 7.0
COc1ccc(C2=N/C(=C\c3ccccc3OC)C(=O)O2)cc1 | 0.0 | 0.1 | -7.8 | -11.8
Cn1c(Nc2nc3ncnc(NCCN4CCOCC4)c3[nH]2)nc2ccccc21 | 2.3 | -0.1 | 12.8 | -6.0
CC(C)NC(=O)NC(=O)Cn1nc(C(=O)O)c2ccccc2c1=O | -1.6 | -0.1 | -9.5 | 0.3
COc1ccc(NC(=O)Cn2nc([N+](=O)[O-])c(Br)c2C)cc1OC | 1.4 | -0.1 | -1.3 | 3.1
Cn1cc(C(=O)N/N=C/c2c[nH]c3ccccc23)c2ccccc21 | -0.4 | -0.1 | 2.5 | 36.8*
Cc1ccc(Nc2nc(CSc3nnnn3-c3ccccc3)cs2)cc1 | 0.6 | -0.1 | 12.0 | -2.2
COc1cccc(CC(=O)N2CCC[C@@H](Cn3nc(-c4cccs4)ccc3=O)C2)c1 | 0.1 | -0.1 | -18.6 | -7.0
O=C(Nc1ccccc1[N+](=O)[O-])c1cc2cc(Cl)ccc2oc1=O | 0.3 | -0.1 | -3.6 | 2.2
CC1CN(c2ncnc3c2cnn3-c2ccc(Cl)cc2)CC(C)O1 (centres undefined) | 0.3 | 0.1 | -0.7 | -30.4
Cc1ccc(OC(=O)N2CCN3C(=O)[C@@H](Cc4ccccc4)NC(=O)[C@H]3C2)cc1 | -1.0 | -0.1 | -4.7 | -9.9
CC(C)CN(CC(C)C)C(=O)CN1C(=O)NC(C)(c2cccc(Br)c2)C1=O (centres undefined) | 2.2 | 0.0 | -4.7 | -1.9
Cc1ccc([N+](=O)[O-])cc1S(=O)(=O)n1c(SCC(=O)Nc2ccc(OC(F)(F)F)cc2)nc2ccccc21 | 1.6 | 0.0 | -5.0 | 2.2
COc1ccc(-n2c(C)nnc2SCC(=O)NC2CC2)cc1 | 0.0 | 0.3 | 9.3 | 3.9
CCCCCCNc1nc2c(c(=O)n(C)c(=O)n2C)n1CC(=O)O | 0.1 | -0.1 | -2.4 | 4.2
CCOC(=O)/C(C#N)=N\Nc1nc2c([nH]1)c(=O)n(C)c(=O)n2C | -0.2 | 0.1 | 4.9 | -5.3
O=C(Nc1ccc2[nH]ncc2c1)C1CCN(C(=O)C(O)c2ccc(C(F)(F)F)cc2)C1 (centres undefined) | -0.3 | -0.1 | 14.5 | -1.8
CCC(C)c1ccccc1OCCOCCN1CCN(C)CC1 (centres undefined) | 0.4 | -0.1 | 42.5 | -3.8
Cc1cc(OCC(=O)Nc2cccc(-c3nc4ncccc4o3)c2C)ccc1Cl | -0.1 | 0.0 | 3.6 | -4.6
CCCCC(=O)Nc1ccc(F)c([N+](=O)[O-])c1 | -1.0 | 0.1 | 7.4 | -3.5
CN(CC(=O)NNC(=O)c1ccco1)S(=O)(=O)c1cc(Cl)ccc1Cl | 2.2 | 0.0 | 7.9 | -18.1
CCN(CC)c1nc(NCCO)nc(N2CCC(N3CCOCC3)CC2)n1 | 2.6 | 0.1 | 14.3 | 1.8
Cn1cc(-c2cnc(NCc3ccco3)c3nccn23)cn1 | -0.1 | -0.3 | -3.9 | -79.1
Cc1c(NS(=O)(=O)c2ccc([N+](=O)[O-])cc2)cccc1C(=O)O | -0.2 | -0.2 | 3.6 | 3.6
CCN1C(=O)CC(c2ccc(OC)cc2)Sc2ccccc21 (centres undefined) | -1.7 | 0.7 | 15.3 | 7.1
Cc1ccc(-c2nnc(Nc3ccc4c(c3)OCO4)c3ccccc23)cc1S(=O)(=O)N1CCN(C)CC1 | 0.5 | -0.1 | 14.3 | 2.7
O=C(NNC(=O)c1ccc([N+](=O)[O-])cc1Cl)c1ccc(F)cc1 | -0.9 | 0.5 | 10.8 | -2.4
CN1/C(=C\C=C/C(=O)c2c(O)c3ccccc3oc2=O)C(C)(C)c2ccccc21 | -0.8 | 0.2 | 6.0 | 3.0

Next section
structure | GPR151 activ | FBW7 activator | MITF primary | TEAD-YAP inh
CCC(C)NC(=O)c1cn(CCOC)c(=O)c2c1c1ccccc1n2C (centres undefined) | -2.0 | 0.0 | -9.0 | 1.6
Cc1cccc(Nc2nc(-c3cc4ccccc4oc3=O)cs2)c1 | 2.2 | 0.0 | -31.7 | -4.2
CC(C)(C)CN1CCNC(=O)C1CC(=O)NCCc1cccc2ccccc12 (centres undefined) | 2.3 | 0.1 | 6.0 | 4.5
CCNc1nc(NCC)n2c(SCC(=O)Nc3ccc(F)cc3[N+](=O)[O-])nnc2n1 | 0.4 | 0.0 | 13.2 | 2.9
COc1ccc(OC)c(N2CC(O)(c3ccccc3)[N+]3=C2SCCC3)c1 (centres undefined) | -0.3 | 0.1 | 2.1 | -1.6
C/C(CCS(=O)(=O)c1ccc(Cl)c(Cl)c1)=N\NC(N)=S | 0.6 | -0.2 | -0.7 | -0.5
O=C(N/N=C/c1ccc(Cl)cc1)C(=O)Nc1cccc(C(F)(F)F)c1 | 0.3 | 0.1 | -2.0 | 5.8
COCCCNC(=O)c1ccc(OC)c([N+](=O)[O-])c1 | -0.9 | -0.1 | 1.3 | 3.4
COc1ccc(-n2nc3c(c2NC(=O)c2ccc(Cl)cc2Cl)CSC3)cc1 | -0.4 | 0.0 | -2.1 | -0.6
CCOc1ccc(Nc2nc(NCCO)nc(C)c2[N+](=O)[O-])cc1 | -0.3 | -0.1 | 0.9 | 16.0
CCOC(=O)C1(CCOC)CCN(Cc2c(C)n(C)c3ccccc23)CC1 | 1.1 | 0.0 | 13.9 | 9.2
CCSc1nnc(NC(=O)CSc2nncn2C)s1 | 0.1 | 0.2 | -9.8 | 0.7
C/C(=N/OC(=O)Nc1cccc(Cl)c1)C(C)(C)NC(=O)OC(C)C | 2.1 | 0.0 | 0.5 | -7.6
O=C(Cc1ccccc1)NCc1nnc(SCC(=O)N2N=C(c3cccs3)CC2c2ccc(F)cc2)n1-c1ccccc1 (centres undefined) | -1.1 | -0.1 | 9.9 | 9.7
CCc1c(C)sc2nc(CC(=O)N3CCOCC3)[nH]c(=O)c12 | -0.7 | 0.2 | 17.6 | 1.6
COC1=C/C(=C/c2c(N)n3nc(S(=O)(=O)CC(C)C)sc3nc2=O)C=CC1=O | 3.1 | -0.2 | 7.8 | -0.5
Cc1ccc(Nc2nc(CSc3n[nH]c(N)n3)cs2)cc1 | 0.0 | 0.0 | 0.8 | -59.7

Of the compounds above, eight have a thiophene ring, fused or not:
structure | GPR151 activ | FBW7 activator | MITF primary | TEAD-YAP inh
COC(=O)c1sc2cc([N+](=O)[O-])cc(SCC(C)C)c2c1-n1cccc1 | -1.7 | 0.0 | 14.7 | -1.2
COC(=O)c1c(NC(=O)c2ccc([N+](=O)[O-])cc2Cl)sc2c1C(C(=O)OC)CC2 (centres undefined) | -0.3 | -0.1 | 7.8 | 25.4
COc1ccc(NC(=O)c2c(NC(=O)CCC(=O)O)sc3c2CCC3)cc1 | -1.4 | -0.1 | -0.4 | 5.2
O=C(O)CCn1cnc2sc3c(c2c1=O)CCCC3 | 0.5 | 0.0 | -4.1 | -1.9
O=C1CCC(CCC(=O)N2CCC(c3ccccc3F)C2)(Cc2cccs2)N1 (centres undefined) | -0.1 | 0.0 | 10.7 | 7.0
COc1cccc(CC(=O)N2CCC[C@@H](Cn3nc(-c4cccs4)ccc3=O)C2)c1 | 0.1 | -0.1 | -18.6 | -7.0
O=C(Cc1ccccc1)NCc1nnc(SCC(=O)N2N=C(c3cccs3)CC2c2ccc(F)cc2)n1-c1ccccc1 (centres undefined) | -1.1 | -0.1 | 9.9 | 9.7
CCc1c(C)sc2nc(CC(=O)N3CCOCC3)[nH]c(=O)c12 | -0.7 | 0.2 | 17.6 | 1.6

Rows were taken by chance; 3.4% or so of the library scored in one or more.
